# TCR act – T cell receptor activation; primary human leukocytes, anti-CD3, IL-2 HTRF, 48 h; Potency, µM (top dose mostly 9.22 µM), for inactives: top-dose activation of IL-2 secretion, most hits filed as activators; 330,000 tested, under 10 active; AID 504894; also: % of control where 0% means no effect
#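 IL-2 produced over 48 hr by a-CD3 bead-stimulated primary human leukocytes exposed to compounds was detected with a homogeneous time-resolved FRET immunoassay, 665nm acceptor signal after 320nm excitation.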
# KCNH2 WT inh – inhibitors of human wildtype KCNH2 potassium channel | Q12809 | U2OS, BacMam KCNH2, thallium flux FluxOr; hits give low values | activity change, % at 1.84 µM | 340,000 tested, 0.37% active | AID 720551;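 active = maximum activity change below -70%; inconclusive = maximum activity change between -70% and -50%; inactive = maximum activity change above -50%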; also: % is scaled to controls: 0 for no effect and ±100 for the full control effect
#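 U2OS cells were transduced with wild-type KCNH2 virus (2.03 x 10^8 / mL) for 4 h at room temperature, then cultured overnight at 37 C. Thallium flux was read with FluxOr dye. Rate constants were normalized to DMSO controls.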
# Mito fusion act – inhibitors of mitochondrial division or activators of mitochondrial fusion | S. cerevisiae fusion-defective mutant growth rescue, CellTiterGlo 48 h | 320,000 tested, 0.23% active | Potency, µM (titrated, usually from 46.1 µM), inactives show top-dose growth rescue (activation), hits mostly activators;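 also: potency is read from the fitted curve at half-maximal effect; % of control where 0% means no effect; nearly all actives have a fitted effect of over 45% in size; temperature-sensitive fusion mutants such as fzo1-1 at 37 °C on non-fermentable ethanol glycerol medium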
#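 Luminescent cell viability in 1536-well qHTS format served as the measure of rescued growth in ts fusion-mutant S. cerevisiae cultured on non-fermentable YPEG for 48 hours at 37C.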
# KCNH2 3.1 inh – blocks the human KCNH2 3.1 channel isoform; U2OS KCNH2 3.1, thallium flux FluxOr; hits give low values; activity change, % (tested at about 1.8 µM); 340,000 tested, 0.95% active;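 active = maximum activity change below -70%; inconclusive = maximum activity change from -70% to -50%; inactive = maximum activity change above -50%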;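 also: thallium influx rate constant from kinetic fluorescence after stimulation buffer; % is scaled to controls: 0 for no effect and ±100 for the full control effect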
#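 Thallium flux via FluxOr fluorescence (Red40 quencher, 45 min loading) in U2OS cells virally expressing the KCNH2 3.1 isoform (1.77 x 10^8 /mL virus, overnight at 37 C). Rate constants from 2-min kinetic reads post-stimulation, normalised to positive and negative controls.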
# TRPV1 agonist – agonists of human vanilloid receptor 1 (TRPV1); 320,000 tested, 0.19% active; activation, % at 8.33 µM; TRPV1-expressing cells, Fluo-8 calcium influx, agonist mode; Q8NER1; in the data active = activation above about 80%; inconclusive = between about 30% and that limit; also: 0% is about no effect
#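 Fluo-8 calcium influx in TRPV1-expressing cells, kinetic read (ex 480/em 520 nm). Compound added and read 3 min for agonist activity, followed by capsaicin at EC20 final and 2 min further read for enhancement.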
# Eya2 phos inh – Eya2 (human) phosphatase inhibition. O00167. recombinant Eya2, OMFP fluorescence dephosphorylation (OMFP is methylfluorescein phosphate). Potency, µM (top dose mostly 76.9 µM), for inactives: at the top dose activity, negative = inhibition, actives largely listed as inhibitors. 330,000 tested, 0.006% active. AID 488837; also: potency is read from the fitted curve at half-maximal effect; % is scaled to controls: 0 for no effect and ±100 for the full control effect
#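 Eya2 (0.2 uM) preincubated 10 min at ambient with compound, then OMFP substrate added at 50 uM; 10 min reaction in 50 mM HEPES pH 7.5, 50 mM NaCl, 5 uM MgCl2, 0.05% BSA, 1 mM DTT. Fluorescence read at Ex 485/Em 525 nm.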
# ELG1 repair inh – inhibitors of ELG1-dependent DNA repair in HEK293T cells | HEK293T ELG1-luciferase reporter, luminescence, 16 h; DNA damage induced by 5-fluorouridine | Potency, µM (top dose mostly 46.1 µM), without a hit: at the top dose activity change, negative = inhibition, most hits filed as inhibitors | 330,000 tested, 2.3% active | AID 504467; also: potency is read from the fitted curve at half-maximal effect; % is scaled to controls: 0 for no effect and ±100 for the full control effect; nearly all actives have a fitted effect of over 55% in size
#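 Cells (2,000 per well) received 5-fluorouridine plus test compound or DMSO and were incubated 16 hr at 37 °C, 5% CO2. Luciferase activity was read by luminescence 30 min after ONE-Glo addition; signal suppression marked inhibition of damage-induced ELG1 function.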
# A-T KAP1 phos – potential ataxia-telangiectasia treatment. […] A-T fibroblasts, KAP-1 phosphorylation AlphaLISA; neocarzinostatin DNA damage 30 min before lysis. AID 485349. 320,000 tested, 0.19% active. Potency, µM (series often up to 57.5 µM), for the others: at the highest dose activation, actives largely listed as activators; also: potency is read from the fitted curve at half-maximal effect; % of control where 0% means no effect; nearly all actives have a fitted effect of over 45% in size
#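 ATM-like activity read as KAP-1 phosphorylation via AlphaLISA donor/acceptor antibody pairs after lysis and 6 hr at 25C. Cells were ATM-null patient fibroblasts ([…], hTERT), dosed 60 min, then exposed to the DSB inducer NCS for 30 min.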
# TSHR antagonist – human thyrotropin receptor antagonism; activity change, negative = inhibition, % at 11.5 µM; AID 504810; 330,000 tested, 0.2% active; P16473; TSHR-expressing cells, TSH-stimulated cAMP HTRF, 2 h; hits give low values;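 active = activity change below a set negative limit, meaning inhibition stronger than a set level, cut at about -70% in these data; inconclusive = activity change between two set negative limits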; also: % is scaled to controls: 0 for no effect and ±100 for the full control effect
#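 TSHR-expressing cells were treated with compounds, then stimulated with TSH at EC80 (4nM final) for 2 hours at 37 deg C. Cellular cAMP was measured by HTRF competition between lysate cAMP and cAMP-d2 for a cryptate-labelled anti-cAMP antibody.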
# USP2a inh – blocks human ubiquitin-specific protease USP2a; O75604; USP2 core, Ub-CHOP2 coupled fluorogenic reporter, 485/531; Potency, µM (doses to about 38.3 µM), for the others: at the top dose activity change, negative = inhibition, usual class: inhibitors; 330,000 tested, 0.01% active; AID 463254;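 also: potency is read from the fitted curve at half-maximal effect; plate controls were DMSO wells for no effect and full inhibition by NEM control for full effect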
# Target sequence (O75604 whole entry, looked up): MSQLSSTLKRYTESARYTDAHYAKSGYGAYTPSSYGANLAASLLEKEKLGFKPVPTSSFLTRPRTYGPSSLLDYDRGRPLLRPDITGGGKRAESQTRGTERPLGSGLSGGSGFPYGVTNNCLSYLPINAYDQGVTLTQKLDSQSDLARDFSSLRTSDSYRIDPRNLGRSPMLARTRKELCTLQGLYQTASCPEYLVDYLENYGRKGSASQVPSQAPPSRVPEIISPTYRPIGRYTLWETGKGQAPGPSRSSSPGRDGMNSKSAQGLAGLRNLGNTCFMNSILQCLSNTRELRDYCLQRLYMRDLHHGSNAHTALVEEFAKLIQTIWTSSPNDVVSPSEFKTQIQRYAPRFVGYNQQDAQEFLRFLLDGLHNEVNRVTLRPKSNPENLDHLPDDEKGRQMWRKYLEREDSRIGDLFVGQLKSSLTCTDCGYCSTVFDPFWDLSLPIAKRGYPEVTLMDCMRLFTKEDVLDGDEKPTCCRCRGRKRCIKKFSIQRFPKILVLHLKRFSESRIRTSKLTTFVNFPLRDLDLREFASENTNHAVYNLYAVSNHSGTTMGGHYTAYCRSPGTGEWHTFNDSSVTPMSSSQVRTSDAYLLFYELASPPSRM
#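 USP2 core (10nM final) preincubated 30min RT with compound in 20mM Tris-HCl pH 8.0, 2mM CaCl2, 2mM beta-mercaptoethanol, 0.05% CHAPS; 25nM Ub-CHOP2 plus 25nM reporter substrate added, fluorescence (Ex485/Em531) read after 60min.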
# Active calls of the source: *; ? = inconclusive; . = no result given; [ ] = another dose, or the depositor's remark. Unless noted, calls follow the shape of the dose curve; as a rule, active = well fitted curve in the direction sought with a large enough effect; inconclusive = small, poorly fitted or top-dose-only effect, or another doubt; inactive = no such curve, though single readings can be large; an effect the other way counts as inactive or inconclusive.
# The line under a structure holds: TCR act	KCNH2 3.1 inh	ELG1 repair inh	TRPV1 agonist	A-T KAP1 phos	Eya2 phos inh	USP2a inh	TSHR antagonist	KCNH2 WT inh	Mito fusion act
> O=C(COC(=O)C1CCN(c2ccc(C(F)(F)F)cn2)CC1)NCCc1ccccc1
    4%	0	-3%	3	3%	-28%	-4%	5	-4	0%
> COc1ccc2c(=O)c3c(=O)n(Cc4ccco4)c(-c4ccco4)nc3oc2c1
    0%	1	-6%	1	6%	4%	4%	-20	-8	6%
> O=C(CSc1nnc(CNC(=O)c2ccc(F)cc2)o1)NCc1ccc(F)cc1
    -5%	.	5%	-4	6%	4%	6%	11	-10	1%
> CC(=O)O[C@H]1[C@H](O)[C@H](Oc2c(O)c(C)c3c4c2[C@@H](C)CC[C@@H]4[C@@H](C)C[C@H]3C=C(C)C)O[C@@H](C)[C@H]1O
    2%	-10	?	.	30%	?	?	13	2	.
> COc1cc(NC(=O)CSc2nc3[nH]ncc3c(=O)n2-c2ccc(Cl)cc2)cc(OC)c1
    -3%	12	2%	-4	-4%	0%	-2%	5	-2	-3%
> C=CCNC(=O)N[C@@H](CCSC)C(=O)OC
    2%	1	0%	.	0%	9%	4%	-5	-8	-4%
> O=C(Nc1ccc2c(c1)OCO2)OCc1ccccc1
    -3%	9	?	22	0%	9%	-1%	-9	-7	2%
> COc1ccc(C(=O)CCNc2ccc(C)c(Cl)c2)cc1
    4%[46.1 µM]	16	?	4	0%	-18%	3%	-13	-2	-2%
> O=C(NCC1COc2ccccc2O1)c1cccc(S(=O)(=O)N2CCN(c3ccccc3)CC2)c1 (stereo not drawn)
    7%	-28	?	0	8%	-34%	-1%	-9	-12	21%
> Cc1cc(C)c2nc(NCCCNC(=S)NCCCN(C)C)c(C#N)cc2c1
    1%	28	-10%	6	7%	-2%	2%	14	-18	5%
> COC(=O)/C=C(\C)NC(=O)c1ccccc1Cl
    .	3	?	-2	9%	4%	0%	8	-2	9%
> C/C(=N\NC(=O)CSCc1ccccc1Cl)c1cccc(NC(=O)c2ccccc2)c1
    1%[46.1 µM]	-33	?	0	.	2%	4%	-3	-6	-2%
> Cc1cc(NC(=O)COC(=O)COc2ccc3c4c(c(=O)oc3c2)CCC4)no1
    -25%	20	-7%	3	-4%	8%	0%	-9	4	6%
> Cc1cc(C)n2c(SCCN3C(=O)c4ccccc4C3=O)nnc2n1
    4%[46.1 µM]	-7	-1%	0	0%	-16%	2%	-11	0	-4%
> Cc1ncoc1C(=O)Nc1ccccc1-c1ccccc1
    -6%	-2	-2%	-4	7%	26%	-2%	-8	27	-1%
> CCc1nnc(NS(=O)(=O)c2ccc(N/C=C\C(=O)c3cccc(OC)c3)cc2)s1
    -8%	1	10%	3	6%	6%	2%	-10	-1	-7%
> O=C(/C=C/c1cccc([N+](=O)[O-])c1)NCCSCc1c(Cl)cccc1Cl
    -1%[46.1 µM]	-15	3%	-3	-3%	1%	2%	-25	0	?
> COc1ccc(C(=O)Nc2cccnc2)cc1C(=O)Nc1cccnc1
    -1%	-27	?	-4	19%	2%	-1%	26	6	6%
> CNC(=O)c1sc(SC)cc1-c1ccc(Cl)cc1
    2%	-2	0%	.	4%	0%	1%	57	1	0%
> Cc1ccc(NC(=O)Nc2ccno2)cc1
    6%	-112*	1%	.	-2%	?	-1%	-2	1	-4%
> COc1ccc(Nc2cc(C)c3c(O)cccc3n2)cc1
    5%	10	?	1	9%	0%	1%	-2	-19	1%
> CCOC(=O)c1cc(-c2ccc(N)cc2)sc1N
    0%	-24	?	-2	5%	6%	-2%	5	2	-1%
> COc1ccc(CC(=O)NCC(=O)N/N=C/c2ccco2)cc1
    -3%[46.1 µM]	.	5%	2	5%	-14%	2%	8	-13	-1%
> CNC(=S)N/N=C/c1cn(Cc2ccc(F)cc2)c2ccccc12
    7%[46.1 µM]	5	0%	-1	2%	-16%	0%	2	-8	15%
> Nc1nonc1C(=O)NC(c1ccccc1)c1ccccc1
    1%	3	-4%	6	6%	3%	10%	1	-5	2%
> Cc1nc2ccccc2n1S(=O)(=O)N(C)C
    5%	-2	11%	9	-7%	9%	1%	22	3	-5%
> CC1(c2ccccc2)CC(C)(C)N2C(=O)C3(C(C#N)=C(N)Oc4cc(O)ccc43)c3cccc1c32 (stereo not drawn)
    .	-29	-11%	?	1%	-18%	-14%	32	-6	2%
> CCc1ccc(NC(=O)c2[nH]c(C)c(C(C)=O)c2C)cc1
    2%	7	?	1	0%	-16%	2%	28	-2	33%
> CCOC(=O)C1CCCCN1Cc1cccc(C(F)(F)F)c1 (stereo not drawn)
    1%	33	17%	17	.	-19%	-1%	17	6	1%
> CC1CC(C)CN(C(=O)CSCC(=O)Nc2nc(-c3cccs3)cs2)C1 (stereo not drawn)
    6%	-4	13%	1	-3%	8%	5%	-10	4	9%

# Part of the list above in order of molecular weight, lowest first.
# The line under a structure holds: TCR act	KCNH2 3.1 inh	ELG1 repair inh	TRPV1 agonist	A-T KAP1 phos	Eya2 phos inh	USP2a inh	TSHR antagonist	KCNH2 WT inh	Mito fusion act
> Cc1nc2ccccc2n1S(=O)(=O)N(C)C
    5%	-2	11%	9	-7%	9%	1%	22	3	-5%
> C=CCNC(=O)N[C@@H](CCSC)C(=O)OC
    2%	1	0%	.	0%	9%	4%	-5	-8	-4%
> Nc1nonc1C(=O)NC(c1ccccc1)c1ccccc1
    1%	3	-4%	6	6%	3%	10%	1	-5	2%
> CNC(=O)c1sc(SC)cc1-c1ccc(Cl)cc1
    2%	-2	0%	.	4%	0%	1%	57	1	0%
> Cc1cc(C)c2nc(NCCCNC(=S)NCCCN(C)C)c(C#N)cc2c1
    1%	28	-10%	6	7%	-2%	2%	14	-18	5%
> C/C(=N\NC(=O)CSCc1ccccc1Cl)c1cccc(NC(=O)c2ccccc2)c1
    1%[46.1 µM]	-33	?	0	.	2%	4%	-3	-6	-2%

# Carrying on.
# The line under a structure holds: TCR act	KCNH2 3.1 inh	ELG1 repair inh	TRPV1 agonist	A-T KAP1 phos	Eya2 phos inh	USP2a inh	TSHR antagonist	KCNH2 WT inh	Mito fusion act
> COCc1cc(C)nc(SCC(=O)Nc2cccc(C)c2C)c1C#N
    .	-3	-6%	-3	2%	-2%	1%	-3	4	-2%
> O=C(C1=C[C@@H](c2coc3ccccc3c2=O)C[C@@H](OCc2ccc(CO)cc2)O1)N1CCCCCCC1
    -1%	-16	?	?	7%	?	-1%	-5	-3	5%
> Cc1c(C(c2ccccc2)c2c(C)n(C)n(-c3ccccc3)c2=O)c(=O)n(-c2ccccc2)n1C
    -10%	-5	8%	1	-2%	6%	-2%	-10	-13	1%
> Cc1ccc(-n2c(COc3c(C)cccc3C)nnc2SCC(=O)Nc2nccs2)cc1
    .	1	7%	0	3%	-10%	2%	5	-6	-1%
> O=[N+]([O-])c1ccc(N/N=C2/CCCCC2c2ccccn2)cc1 (stereo not drawn)
    -6%[46.1 µM]	0	-6%	-2	-1%	-26%	3%	-1	0	?
> COc1ccc(N2CC(C(=O)NCc3ccccc3)CC2=O)cc1 (stereo not drawn)
    -2%	2	-1%	0	-1%	8%	2%	13	0	1%
> Cc1cc(C)c(C)c(S(=O)(=O)N2CCN(C(=O)C3CCC3)CC2)c1C
    -2%	6	-1%	?	-12%	-10%	-1%	-2	4	9%
> CSc1ccc(S(=O)(=O)NC2CCCCC2)cc1
    8%	-2	-5%	3	2%	3%	2%	0	-1	0%
> COc1ccc(CCNC(=O)COC(=O)c2ncc(Cl)c(Cl)c2Cl)cc1OC
    2%	16	8%	.	?	4%	3%	-17	-12	.
> Cc1ccc(-c2[nH]ncc2CN2CCN(C(=O)c3cccs3)CC2)cc1C
    -7%	-33	12µM*	8	10%	8%	3%	7	37	-1%
> O=C(Nc1cccc(F)c1)c1cccnc1N1CCOCC1
    8%	12	-4%	0	1%	3%	-1%	0	17	2%
> CCCc1cc(NCc2ccccn2)n2nc(C)c(-c3ccccc3)c2n1
    -6%	0	21µM*	?	14%	-17%	0%	4	1	-28%
> CCOCc1nnc(NC(=O)COc2ccc3c(c2)OCO3)s1
    3%	2	-27%	0	-1%	8%	1%	-3	-8	7%
> O=C1NC(c2ccccc2)=C(c2nc3ccccc3s2)C(c2ccccc2)N1 (stereo not drawn)
    11%	-3	-24%	2	3%	-1%	-7%	-6	30	11%
> CCc1ccc(N=C2NC(=O)/C(=C/c3cc(OC)c(O)c(OC)c3)S2)cc1
    -3%	-3	?	1	-9%	11%	3%	3	-9	2%

# Source: PubChem BioAssay (National Center for Advancing Translational Sciences (NCATS))

# This is a subset; count on the stated rates, not on these rows.
